From PubChem
CRFR2-BP antag = antagonists of CRF-BP/CRF-R2 complex, primary screen, cell-based, HEK293, calcium dye fluorescence, uHTS; inhibition, % at 11.8 µM; CRF-induced calcium fluorescence; actives 0.59% (n = 350,000);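 active = inhibition of the ligand-induced calcium signal above about 50% at the single tested concentration, limit read from the data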
MEKK2mut PB1 HTS = MEK5 binding signal on mutant MEKK2 PB1, primary screen, biochemical, multiplex bead flow cytometry, Alexa488-MEK5; Alexa488-MEK5 binding to MEKK2 mutant; percent response, % at 10 µM; actives 0.35% (n = 290,000); AID 1530, 2009; in the data active = percent response above about 24%, passing the limit was not always enough; note: inactives centre near 1; some results filed as inactive read as strong as hits; reference of the scale not given here
HCV NS3 hel inh = inhibitors of HCV NS3 helicase, primary screen, biochemical, Cy5 molecular beacon fluorescence. Hepatitis C virus NS3 helicase. NS3 helicase DNA unwinding. inhibition, % at 10.9 µM. actives 0.56% (n = 290,000). AID 1800, 2009;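 active = inhibition above the mean of all tested compounds plus 3 SD, set per campaign, cut at about 35% in these data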;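 note: 0% = DMSO wells and 100% = thioflavine S control wells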
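Test system: hepatitis C virus NS3 helicase domain fragment enzyme. Also added: annealed dual-labelled DNA beacon duplex, ATP-started. Timing: 60 min unwinding reaction at 25 °C after ATP addition. Technique: Cy5 fluorescence. Measure: % inhibition of unwinding.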
CRFBP-R2 agonist = agonists of CRF-BP/CRF-R2 complex, primary screen, cell-based, HEK293, calcium dye fluorescence, uHTS. calcium dye fluorescence (FLIPR); percent of saturating CRF peptide response. activation, % at 13.2 µM. actives 0.46% (n = 350,000). AID 588473, 2011;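 active = activation of at least 50%, plus an integration ratio under a set limit after plate pattern correction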;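 note: plate controls were neutral control wells without compound for no effect and CRF at EC100 for full effect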
GalR3 antagonist = GalR3 antagonists in HEK293 cells, primary screen, cell-based, fluorescence readout. AID 651719, 2012. HEK293 GalR3-CNG cAMP membrane potential fluorescence; galR3 body fused to GalR1 C-terminus. inhibition, % at 3 µM. Galanin receptor type 3 (Homo sapiens), O60755. actives 0.44% (n = 360,000);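 active = inhibition above the screen-wide average plus 3 SD, cut at about 13% in these data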;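 note: forskolin and galanin both at EC90 stimulate the cells; cAMP rise reported by CNG channel membrane potential dye signal; 0% = forskolin plus galanin with DMSO and 100% = forskolin alone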
Target sequence (O60755 1-299 limits assumed): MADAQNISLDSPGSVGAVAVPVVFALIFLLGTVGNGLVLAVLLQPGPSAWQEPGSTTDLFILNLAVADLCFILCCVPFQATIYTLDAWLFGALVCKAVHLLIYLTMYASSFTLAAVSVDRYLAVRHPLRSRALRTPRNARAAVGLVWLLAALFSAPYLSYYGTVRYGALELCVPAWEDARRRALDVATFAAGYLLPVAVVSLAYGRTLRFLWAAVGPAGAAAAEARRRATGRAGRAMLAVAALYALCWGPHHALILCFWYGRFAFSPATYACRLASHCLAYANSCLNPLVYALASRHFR
FID counter = compounds displacing fluorescent DNA intercalator, primary screen, artefact control for HCV NS3 helicase inhibitor project, biochemical, FID fluorescence | DNA fluorescent intercalator displacement | inhibition, % at 7.9 µM | actives 0.17% (n = 290,000); in the data active = inhibition above about 37%;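 note: 0% = vehicle and 100% = reference compound; higher means more ethidium bromide displaced from hairpin DNA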
SUMO HTRF inh = inhibitors of in vitro SUMOylation cascade, primary screen, biochemical, HTRF, uHTS; SUMO-conjugating enzyme UBC9 (Homo sapiens), P63279; HTRF SUMOylation assay, SAE1/SAE2 + UBC9; inhibition, % at 35 µM; actives 0.36% (n = 290,000); in the data active = inhibition above about 50%, passing the limit was not always enough; inconclusive = no clear call, values can overlap the other calls; note: strong numbers were not always called active
Target sequence (P63279 whole entry, looked up): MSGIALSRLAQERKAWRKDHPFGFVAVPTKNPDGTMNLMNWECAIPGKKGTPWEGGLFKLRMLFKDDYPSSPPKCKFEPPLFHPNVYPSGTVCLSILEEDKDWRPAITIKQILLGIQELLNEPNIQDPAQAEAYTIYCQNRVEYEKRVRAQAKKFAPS
MEKK2 WT-MEK5 = modulators of MEK5 binding to wildtype MEKK2, primary screen, biochemical, multiplex bead flow cytometry, Alexa488-MEK5 | Mitogen-activated protein kinase kinase kinase 2 (Homo sapiens), Q9Y2U5 | Alexa488-MEK5 binding to MEKK2 WT; actives lie on both sides | binding response (% of control), % at 10 µM | actives 1.1% (n = 290,000) | AID 1531, 2009; in the data active = binding response below about 67% or above about 130%; inconclusive = no clear call, values can overlap the other calls; inactive = in between
MEKK3 PB1 HTS = modulators of MEKK3-MEK5 PB1 binding, primary screen, biochemical, wildtype MEKK3, multiplex bead flow cytometry, Alexa488-MEK5. Mitogen-activated protein kinase kinase kinase 3 (Homo sapiens), Q99759. bead-based flow cytometry, Alexa488-MEK5 binding to MEKK3; actives lie on both sides; 0 = blocked by unlabeled MEK5, 100 = vehicle. binding response (% of control), % at 10 µM. actives 1.4% (n = 290,000);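 active = binding response more than 3 SD above or below the average of its plate-row segment, actives on both sides; inconclusive = wells at one plate position flagged as instrument error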;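 note: Alexa488 bead fluorescence after subtracting the streptavidin-only scavenger bead signal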
Target sequence (Q99759 whole entry, looked up): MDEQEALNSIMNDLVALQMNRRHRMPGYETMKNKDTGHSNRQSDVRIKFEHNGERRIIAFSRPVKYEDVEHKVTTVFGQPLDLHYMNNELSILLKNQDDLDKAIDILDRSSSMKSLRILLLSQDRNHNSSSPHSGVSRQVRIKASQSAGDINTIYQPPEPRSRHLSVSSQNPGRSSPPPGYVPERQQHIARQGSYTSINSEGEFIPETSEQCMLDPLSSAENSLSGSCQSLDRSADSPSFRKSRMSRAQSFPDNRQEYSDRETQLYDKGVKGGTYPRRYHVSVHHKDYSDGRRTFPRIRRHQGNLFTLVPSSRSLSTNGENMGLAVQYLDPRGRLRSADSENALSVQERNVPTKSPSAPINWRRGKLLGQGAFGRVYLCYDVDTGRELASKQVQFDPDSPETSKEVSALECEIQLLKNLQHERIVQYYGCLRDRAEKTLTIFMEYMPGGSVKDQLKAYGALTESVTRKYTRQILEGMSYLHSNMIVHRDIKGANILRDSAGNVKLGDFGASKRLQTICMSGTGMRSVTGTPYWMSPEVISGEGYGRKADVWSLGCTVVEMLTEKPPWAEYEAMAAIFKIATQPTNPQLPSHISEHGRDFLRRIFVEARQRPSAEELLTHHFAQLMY
Starred values were filed as active, the others as inactive; ? = inconclusive; . = no result given; [ ] = dose if it differs, or a comment. Only part of the results is shown; count on the stated rates, not on these rows.

Short forms – A = CRFR2-BP antag; B = MEKK2mut PB1 HTS; C = HCV NS3 hel inh; D = CRFBP-R2 agonist; E = GalR3 antagonist; F = FID counter; G = SUMO HTRF inh; H = MEKK2 WT-MEK5; I = MEKK3 PB1 HTS
Molecule: C[C@@H]1CCC(=O)N(CC[C@H](Oc2ccccc2)c2ccccc2)CC1
  A: 4 | B: -4 | C: 5 | D: -2.2 | E: -4 | F: -45 | G: 4 | H: 100 | I: 99

Molecule: CS(=O)(=O)Nc1ccccc1C(=O)Nc1ccccc1C(=O)N1CCCC1
  A: 7 | B: 0 | C: 1 | D: -0.5 | E: 0 | F: -17 | G: 11 | H: 101 | I: 100

Molecule: CCN(C(=O)c1nn(-c2ccc(OC)cc2)c(=O)c2c1c1ccccc1n2C)c1ccc(OC)cc1
  A: 17 | B: -4 | C: 1 | D: -1.9 | E: -1 | F: -5 | G: -6 | H: 92 | I: 101

Molecule: CCOc1ccccc1CNc1nc2nc3c(c(=O)n2[nH]1)CCC3
  A: 4 | B: 2 | C: 2 | D: 0.6 | E: 2 | F: -4 | G: 11 | H: 103 | I: 102

Molecule: O=S(=O)(O)c1ccc(N2N=C(c3ccccc3)CC2c2ccccc2)cc1 (stereo unspecified)
  A: 14 | B: 0 | C: -21 | D: -5.9 | E: 1 | F: -24 | G: ? | H: 108 | I: 113

Molecule: O=c1[nH]cnc2scc(-c3ccc(Br)cc3)c12
  A: -8 | B: -13 | C: 5 | D: -2.2 | E: -5 | F: -6 | G: 0 | H: 93 | I: 98

Molecule: O=C(N/N=C/c1ccc(Br)cc1)c1ccc(Br)o1
  A: 2 | B: -1 | C: 0 | D: -1.0 | E: 0 | F: -13 | G: 4 | H: 100 | I: 98

Molecule: CC1=C(C(=O)OC2CCCCCCC2)C(c2ccc(O)cc2)NC(=O)N1 (stereo unspecified)
  A: -10 | B: 1 | C: 3 | D: -0.2 | E: -8 | F: -30 | G: 8 | H: 101 | I: 98

Molecule: S=C(Nc1ccccc1)NC1CCN(Cc2ccccc2)CC1
  A: -4 | B: -12 | C: -4 | D: 8.2 | E: -1 | F: 8 | G: 1 | H: 93 | I: 99

Molecule: Cc1ccccc1Nc1nc(N)nc(CN2C(=O)NC3(CCCCC3C)C2=O)n1 (stereo unspecified)
  A: -3 | B: 4 | C: -3 | D: -1.7 | E: 6 | F: -13 | G: -14 | H: 117 | I: 115

Molecule: COc1ccc(-n2nc(C(=O)NCC(=O)N3CCN(C)CC3)c3ccccc3c2=O)cc1
  A: -12 | B: 6 | C: 6 | D: -0.4 | E: -8 | F: -1 | G: 8 | H: 107 | I: 103

Molecule: Cc1sc2ncnc(-n3cnc4ccccc43)c2c1C
  A: -10 | B: 0 | C: -18 | D: -1.8 | E: -5 | F: -13 | G: -2 | H: 98 | I: 100

Molecule: CC(C)(C)C1CCc2onc(C(=O)NC3CCCC3)c2C1 (stereo unspecified)
  A: -22 | B: -1 | C: -6 | D: -1.4 | E: -6 | F: -13 | G: 1 | H: 99 | I: 101

Molecule: COc1ccc(CNC(=O)c2cc(=O)c3cc(C)cc(C)c3o2)cc1
  A: 3 | B: -1 | C: 6 | D: -5.0 | E: -10 | F: -11 | G: 16 | H: 95 | I: 99

Molecule: COc1ccc(S(=O)(=O)Cc2ccc(C(=O)NCCc3cc(OC)ccc3OC)o2)cc1
  A: -11 | B: 2 | C: -8 | D: 1.1 | E: 4 | F: -30 | G: 1 | H: 101 | I: 100

Molecule: Cc1ccc(NC(=O)N2CCN(C/C=C/c3ccccc3)CC2)cc1
  A: -2 | B: 3 | C: 5 | D: -1.9 | E: 7 | F: -2 | G: 11 | H: 106 | I: 98

Molecule: CCOC(=O)C1=C(CC)NC2=C(C(=O)CCC2)C1c1ccc(OC)c(OC)c1 (stereo unspecified)
  A: 18 | B: 11 | C: 8 | D: 0.3 | E: -6 | F: -10 | G: -15 | H: 133 | I: 114

Molecule: Cn1cc([N+](=O)[O-])c(C(=O)Nc2ccc(-c3nc4ccccc4o3)cc2)n1
  A: -5 | B: 6 | C: 0 | D: 2.4 | E: -1 | F: -2 | G: 21 | H: 105 | I: 103

Molecule: OC(CN1CCN(c2cccc(C(F)(F)F)c2)CC1)c1c[nH]c2ccccc12 (stereo unspecified)
  A: -11 | B: 2 | C: -33 | D: 3.1 | E: -4 | F: 13 | G: -17 | H: 110 | I: 102

Molecule: CCCCCCCCOc1ccc(C2CC(=O)NC2=O)cc1 (stereo unspecified)
  A: -12 | B: 6 | C: 7 | D: 1.0 | E: -11 | F: -32 | G: -14 | H: 102 | I: 104

Molecule: O=C(NCCCn1ccnc1)c1cc(-c2ccncc2)nc2ccccc12
  A: -7 | B: -8 | C: -7 | D: 1.5 | E: -1 | F: 2 | G: 3 | H: 97 | I: 99

Molecule: COC(=O)c1c(NC(=O)C(Cl)Cl)sc2c1C(C(=O)OC)CC2 (stereo unspecified)
  A: -10 | B: 3 | C: 5 | D: -0.7 | E: -7 | F: -24 | G: -2 | H: 100 | I: 100

Molecule: CC1CCc2c(sc(NS(=O)(=O)c3ccccc3)c2C(=O)OC(C)C)C1 (stereo unspecified)
  A: -9 | B: 3 | C: 25 | D: 2.3 | E: 3 | F: -26 | G: -20 | H: 102 | I: 106

Molecule: COc1cccc(CN2CCN(C3CCN(c4ccccc4F)CC3)CC2CCO)c1 (stereo unspecified)
  A: 11 | B: -8 | C: -8 | D: 0.1 | E: -9 | F: 8 | G: 4 | H: 89 | I: 98

Molecule: COC(=O)c1ccc(CSc2nnc3c(n2)[nH]c2ccccc23)cc1
  A: 8 | B: 4 | C: -8 | D: 1.2 | E: -7 | F: -4 | G: -1 | H: 98 | I: 92

Molecule: O=C(NCCN1CCOCC1)C1CC(=O)N(c2ccc(F)c(Cl)c2)C1 (stereo unspecified)
  A: 19 | B: 5 | C: -3 | D: 0.5 | E: -2 | F: -2 | G: 0 | H: 82 | I: 99

Molecule: Cc1ccc(Nc2ncccc2C(=O)NCc2cccs2)c(C)c1
  A: -110 | B: 5 | C: -16 | D: 3.7 | E: -3 | F: -10 | G: 0 | H: 116 | I: 110

Molecule: Cc1ccnc(SCC(=O)c2ccc(Br)s2)n1
  A: -1 | B: -15 | C: 4 | D: -0.3 | E: -3 | F: 1 | G: 17 | H: 88 | I: 97

Molecule: O=C(COC(=O)c1cccc(O)c1)NCc1ccc2c(c1)OCO2
  A: 2 | B: -16 | C: -2 | D: -0.2 | E: -8 | F: -2 | G: 10 | H: 91 | I: 85

Molecule: CCOP(=O)(CN(CC)C(=O)c1ccccc1Br)OCC
  A: 7 | B: 2 | C: -4 | D: 2.4 | E: -2 | F: -8 | G: 2 | H: 102 | I: 106

Molecule: O=S(=O)(CCc1nc2ccccc2o1)c1ccc2ccccc2c1
  A: 5 | B: 9 | C: 21 | D: -0.6 | E: -2 | F: -14 | G: -3 | H: 104 | I: 100

Molecule: COc1ccccc1C(=O)NNC(=S)Nc1ccccc1
  A: -14 | B: 1 | C: 1 | D: -4.2 | E: -4 | F: -2 | G: -22 | H: 100 | I: 98

Molecule: CCOC(=O)C1CCCN(Cc2cccs2)C1 (stereo unspecified)
  A: 0 | B: -18 | C: -1 | D: 0.9 | E: 1 | F: 7 | G: 5 | H: -3.0*[inhibitor] | I: 1.0*[inhibitor]

Molecule: CN(Cc1ccccc1)S(=O)(=O)c1ccc2c(c1)NC(=O)CC(=O)N2
  A: 11 | B: -3 | C: -11 | D: -0.7 | E: -2 | F: 4 | G: 0 | H: 96 | I: 93

Molecule: Cc1cc(C(=O)NNc2ccc(C(C)C)cc2)n(C(C)(C)C)n1
  A: -11 | B: 8 | C: -5 | D: -0.4 | E: -5 | F: -21 | G: -4 | H: 112 | I: 109

Molecule: COc1ccc(OCC(=O)N2CCc3ccccc3C2)cc1
  A: 4 | B: 3 | C: -3 | D: -1.8 | E: -8 | F: -6 | G: 9 | H: 105 | I: 104

Molecule: O=C(Nc1ccc(NC(=O)c2ccccn2)cc1)C(=O)Nc1ccc2c(c1)OCCO2
  A: -2 | B: 0 | C: 5 | D: 0.8 | E: -3 | F: -7 | G: 0 | H: 113 | I: 127

Molecule: CN(C)CCNC(=O)C(=O)NCC1OCCN1S(=O)(=O)c1ccc([N+](=O)[O-])cc1 (stereo unspecified)
  A: 12 | B: -3 | C: -15 | D: -0.3 | E: 0 | F: 4 | G: -4 | H: 96 | I: 88

Molecule: CC1(C)CNC(=O)c2sc(NC(=O)CN3CCOCC3)nc2C1
  A: 0 | B: -8 | C: 1 | D: 0.8 | E: -3 | F: -1 | G: 7 | H: 90 | I: 91

Molecule: Clc1ccc(NC2=NCCC2)cc1Cl
  A: -3 | B: -4 | C: 6 | D: 0.8 | E: -4 | F: 6 | G: 18 | H: 97 | I: 97

Molecule: Cc1ccc(CNC(=O)C2CCCN2S(=O)(=O)c2ccc(Cl)cc2)cc1 (stereo unspecified)
  A: 2 | B: 6 | C: 13 | D: -0.2 | E: -9 | F: -27 | G: 7 | H: 116 | I: 113

Molecule: COc1ccccc1CCNC(=O)C(=O)NCC1OCCN1S(=O)(=O)c1ccccc1 (stereo unspecified)
  A: -20 | B: -2 | C: 5 | D: -3.2 | E: . | F: -35 | G: 6 | H: 99 | I: 100

Molecule: COc1ccc(CCCNC(=O)C2CCC(=O)N(Cc3ccc(Cl)cc3)C2)cc1 (stereo unspecified)
  A: -19 | B: 3 | C: -18 | D: -0.5 | E: 1 | F: -37 | G: -1 | H: 106 | I: 103

Molecule: COC(=O)NC(NC(=S)Nc1ccccc1OC)C(Cl)(Cl)Cl (stereo unspecified)
  A: 10 | B: 3 | C: -12 | D: 2.2 | E: 2 | F: -2 | G: 17 | H: 113 | I: 102

Molecule: O=C(CNC(=O)C1COc2ccccc2O1)N/N=C\c1cccc(O)c1 (stereo unspecified)
  A: 3 | B: 34 | C: -4 | D: 0.6 | E: -1 | F: -3 | G: 1 | H: 126 | I: 107

Part of the list above, reformatted.
smiles | CRFR2-BP antag | MEKK2mut PB1 HTS | HCV NS3 hel inh | CRFBP-R2 agonist | GalR3 antagonist | FID counter | SUMO HTRF inh | MEKK2 WT-MEK5 | MEKK3 PB1 HTS
COc1ccccc1C(=O)NNC(=S)Nc1ccccc1 | -14 | 1 | 1 | -4.2 | -4 | -2 | -22 | 100 | 98
CN(C)CCNC(=O)C(=O)NCC1OCCN1S(=O)(=O)c1ccc([N+](=O)[O-])cc1 (stereo unspecified) | 12 | -3 | -15 | -0.3 | 0 | 4 | -4 | 96 | 88
O=S(=O)(CCc1nc2ccccc2o1)c1ccc2ccccc2c1 | 5 | 9 | 21 | -0.6 | -2 | -14 | -3 | 104 | 100
COc1ccc(CCCNC(=O)C2CCC(=O)N(Cc3ccc(Cl)cc3)C2)cc1 (stereo unspecified) | -19 | 3 | -18 | -0.5 | 1 | -37 | -1 | 106 | 103
CN(Cc1ccccc1)S(=O)(=O)c1ccc2c(c1)NC(=O)CC(=O)N2 | 11 | -3 | -11 | -0.7 | -2 | 4 | 0 | 96 | 93
